A-T KAP1 phos: potential ataxia-telangiectasia treatments restoring KAP-1 phosphorylation | […] A-T fibroblasts, KAP-1 phosphorylation AlphaLISA; neocarzinostatin DNA damage 30 min before lysis | Potency, µM (highest dose often 57.5 µM), inactives show at the top dose activation, most hits filed as activators | hit rate 0.19% among 320,000; also: potency is read from the fitted curve at half-maximal effect; % of control where 0% means no effect; nearly all actives have a fitted effect of over 45% in size
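ATM-like activity read as KAP-1 phosphorylation via AlphaLISA donor/acceptor antibody pairs after lysis and 6 hr at 25C. Cells were ATM-null patient fibroblasts ([…], hTERT), dosed 60 min, then exposed to the DSB inducer NCS for 30 min.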
TSHR antagonist: antagonists of human thyroid stimulating hormone receptor; hit rate 0.2% among 330,000; P16473; TSHR-expressing cells, TSH-stimulated cAMP HTRF, 2 h; hits give low values; activity change, negative = inhibition, % at 11.5 µM; AID 504810;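 active = activity change below a set negative limit, meaning inhibition stronger than a set level, cut at about -70% in these data; inconclusive = activity change between two set negative limits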; also: % is scaled to controls: 0 for no effect and ±100 for the full control effect
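Inhibition of cAMP made by TSHR-expressing cells under TSH stimulation (4nM final, EC80; 2 h, 37 deg C) is quantified with a one-step lysis HTRF kit, anti-cAMP cryptate versus cAMP-d2.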
KCNH2 3.1 block: blocks the human KCNH2 3.1 channel isoform. U2OS KCNH2 3.1, thallium flux FluxOr; hits give low values. activity change, % (tested at about 1.8 µM). hit rate 0.95% among 340,000;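 active = maximum activity change below -70%; inconclusive = maximum activity change from -70% to -50%; inactive = maximum activity change above -50%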;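 also: thallium influx rate constant from kinetic fluorescence after stimulation buffer; % is scaled to controls: 0 for no effect and ±100 for the full control effect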
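FluxOr-based Tl+ influx in U2OS cells transduced with KCNH2 3.1 virus; rate constants normalized to DMSO controls.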
hERG WT inh: KCNH2 (human, wildtype) channel inhibition; Q12809; U2OS, BacMam KCNH2, thallium flux FluxOr; hits give low values; activity change, % at 1.84 µM; hit rate 0.37% among 340,000; AID 720551;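 active = maximum activity change below -70%; inconclusive = maximum activity change between -70% and -50%; inactive = maximum activity change above -50%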; also: % is scaled to controls: 0 for no effect and ±100 for the full control effect
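U2OS cells transduced with wild-type KCNH2 virus are loaded with FluxOr dye for 45 min, and thallium flux is measured in kinetic reads before and after stimulation buffer. Rate constants are normalized to DMSO controls.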
TRPV1 ag: agonists of human vanilloid receptor 1 (TRPV1); Q8NER1; AID 540275; TRPV1-expressing cells, Fluo-8 calcium influx, agonist mode; hit rate 0.19% among 320,000; activation, % at 8.33 µM; in the data active = activation above about 80%; inconclusive = between about 30% and that limit; also: 0% is about no effect
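Fluo-8 calcium influx in TRPV1-expressing cells, kinetic read (ex 480/em 520 nm). Compound added and read 3 min for agonist activity, followed by capsaicin at EC20 final and 2 min further read for enhancement.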
ELG1 DNA repair: blocks ELG1-dependent DNA repair in HEK293T cells. HEK293T ELG1-luciferase reporter, luminescence, 16 h; DNA damage induced by 5-fluorouridine. Potency, µM (top dose mostly 46.1 µM), for inactives: at the highest dose activity change, negative = inhibition, hits mostly inhibitors. hit rate 2.3% among 330,000. AID 504467; also: potency is read from the fitted curve at half-maximal effect; % is scaled to controls: 0 for no effect and ±100 for the full control effect; nearly all actives have a fitted effect of over 55% in size
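5-Fluorouridine DNA damage + compound/DMSO, 2,000 cells/well, 16 h, 37 °C/5% CO2. ONE-Glo, 30 min RT, luminescence. Readout = decrease in reporter signal.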
TCR act: T cell receptor activation | Potency, µM (titrated, usually from 9.22 µM), without a hit: at the highest dose activation of IL-2 secretion, usual class: activators | AID 504894 | primary human leukocytes, anti-CD3, IL-2 HTRF, 48 h | 330,000 tested, under 10 active; also: % of control where 0% means no effect
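Human primary leukocytes + a-CD3 beads + cpd, 48 hr; IL-2 in supernatant by HTRF (ex 320nm / em 665nm). No co-stimulatory signal supplied.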
Mito fusion yeast: blocks mitochondrial division or promotes mitochondrial fusion; S. cerevisiae fusion-defective mutant growth rescue, CellTiterGlo 48 h; hit rate 0.23% among 320,000; Potency, µM (highest dose often 46.1 µM), without a hit: at the top dose growth rescue (activation), usual class: activators; AID 485298;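 also: potency is read from the fitted curve at half-maximal effect; % of control where 0% means no effect; nearly all actives have a fitted effect of over 45% in size; temperature-sensitive fusion mutants such as fzo1-1 at 37 °C on non-fermentable ethanol glycerol medium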
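Growth-rescue viability read-out: after 48 h at the non-permissive 37C in glycerol/ethanol YPEG, yeast mitochondrial fusion mutants are measured by CellTiterGlo luminescence; compounds (23 nl pinned per well) restoring growth score as division inhibitors or fusion activators.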
Eya2 inh: blocks the phosphatase activity of human Eya2; O00167; recombinant Eya2, OMFP fluorescence dephosphorylation (OMFP is methylfluorescein phosphate); Potency, µM (doses to about 76.9 µM), for the others: top-dose activity, negative = inhibition, actives largely listed as inhibitors; hit rate 0.006% among 330,000; also: potency is read from the fitted curve at half-maximal effect; % is scaled to controls: 0 for no effect and ±100 for the full control effect
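Eya2 protein (added as 0.2 uM solution) was preincubated with compound for 10 min at ambient temperature in 50 mM HEPES pH 7.5, 50 mM NaCl, 5 uM MgCl2, 0.05% BSA, 1 mM DTT. OMFP (added at 50 uM) then reacted 10 min; fluorescence read at 485/525 nm.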
USP2a block: USP2a (human) protease inhibition | AID 463254 | hit rate 0.01% among 330,000 | Potency, µM (highest dose often 38.3 µM), for the others: at the highest dose activity change, negative = inhibition, usual class: inhibitors | O75604 | USP2 core, Ub-CHOP2 coupled fluorogenic reporter, 485/531;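 also: potency is read from the fitted curve at half-maximal effect; plate controls were DMSO wells for no effect and full inhibition by NEM control for full effect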
Target sequence (O75604 whole entry, looked up): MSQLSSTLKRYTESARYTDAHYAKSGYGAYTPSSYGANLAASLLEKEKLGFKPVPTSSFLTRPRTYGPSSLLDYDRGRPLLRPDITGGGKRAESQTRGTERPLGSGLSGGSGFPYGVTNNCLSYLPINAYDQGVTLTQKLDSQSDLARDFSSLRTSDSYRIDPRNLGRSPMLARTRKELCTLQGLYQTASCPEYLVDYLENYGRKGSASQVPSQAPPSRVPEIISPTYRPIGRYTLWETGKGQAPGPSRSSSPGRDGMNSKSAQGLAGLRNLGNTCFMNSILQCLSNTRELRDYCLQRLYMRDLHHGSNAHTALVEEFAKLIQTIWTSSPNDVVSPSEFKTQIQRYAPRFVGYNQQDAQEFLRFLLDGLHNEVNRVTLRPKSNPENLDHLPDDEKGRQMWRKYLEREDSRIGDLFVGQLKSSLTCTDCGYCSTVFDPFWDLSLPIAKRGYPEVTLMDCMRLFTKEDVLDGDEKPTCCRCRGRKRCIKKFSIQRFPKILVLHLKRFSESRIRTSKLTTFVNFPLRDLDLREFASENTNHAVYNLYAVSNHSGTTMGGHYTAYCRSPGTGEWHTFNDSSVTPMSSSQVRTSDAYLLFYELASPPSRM
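USP2 core (10nM final) preincubated 30min RT with compound in 20mM Tris-HCl pH 8.0, 2mM CaCl2, 2mM beta-mercaptoethanol, 0.05% CHAPS; 25nM Ub-CHOP2 plus 25nM reporter substrate added, fluorescence (Ex485/Em531) read after 60min.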
The depositor's hits bear a star; ? = inconclusive; . = no result given; [ ] = remark or other dose. Unless noted, calls follow the shape of the dose curve; as a rule, active = well fitted curve in the direction sought with a large enough effect; inconclusive = small, poorly fitted or top-dose-only effect, or another doubt; inactive = no such curve, though single readings can be large; an effect the other way counts as inactive or inconclusive.

SMILES	A-T KAP1 phos	TSHR antagonist	KCNH2 3.1 block	hERG WT inh	TRPV1 ag	ELG1 DNA repair	TCR act	Mito fusion yeast	Eya2 inh	USP2a block
Cc1ccc(/C=C/C(=O)OCC(=O)NC(=O)NCc2ccccc2)cc1	7.7%	-7.1	-4.6	-8.6	0.1	26.9%	-1.6%	0.3%	-6.3%	-0.5%
CSCCC(NC(=O)c1cccc(C)c1)C(=O)NCc1cccs1 (configuration not stated)	5.3%	-4.2	5.7	3.1	.	-10.8%	-1.7%	.	-8.1%	4.6%
CC(C)CN1C(=O)c2ccc(C(=O)NCc3ccc4c(c3)OCO4)cc2C1=O	1.7%	-12.3	10.1	5.8	28.0	9.8%	-4.3%	-1.3%	15.5%	4.2%
CCC(C)Sc1nc2c(cnn2-c2ccc(C)cc2)c(=O)[nH]1 (configuration not stated)	-3.1%	14.6	-9.7	-13.0	-0.1	0.6%	-1.0%	5.5%	-5.5%	1.6%
Cc1ccc(S(=O)(=O)N2CC(O)CC2C(=O)Nc2ccc3c(c2)CCC3)cc1 (configuration not stated)	9.6%	-4.2	6.6	12.3	-0.1	0.4%	2.6%	0.6%	-5.3%	1.5%
Cc1ccc(CN2CCSc3ccc(C(=O)NCc4ccco4)cc32)cc1	1.6%	3.2	.	13.5	?	?	11.7%	-1.2%	-18.8%	0.3%
CCOc1ccc(C2C(C(=O)/C=C/c3ccco3)=C(O)C(=O)N2CCN2CCOCC2)cc1OC (configuration not stated)	-3.3%	7.0	-7.9	-4.6	0.5	29.4%	-3.4%	-14.6%	2.9%	0.4%
Cc1ccc(CNC(=O)C2CCCN(C(=O)N(C)C)C2)cc1 (configuration not stated)	.	-7.8	16.8	29.7	-2.7	3.5%	0.1%	2.2%	-0.8%	-1.4%
COc1ccc(S(=O)(=O)N(CC(=O)NCc2ccco2)c2ccccc2OC)cc1	15.5%	-8.8	3.5	-9.9	-1.0	0.0%	-2.1%	8.8%	-24.7%	1.5%
CC(C)C(=O)N(Nc1nc2ccccc2s1)C(=O)C(C)C	8.4%	8.2	-5.4	8.8	-2.6	10.0%	-0.6%[46.1 µM]	2.1%	-6.2%	3.3%
COc1ccc(CSCCN)cc1Cl	11.1%	6.0	-11.1	7.9	-7.9	?	0.0%	-8.1%	-27.8%	-3.6%
c1ccc(N=P(c2nc3ccccc3o2)(N2CCOCC2)N2CCOCC2)cc1	-5.3%	-0.7	10.5	5.5	0.1	?	14.4%	0.0%	4.2%	1.7%
N#CC(C#N)=NNc1ccc([N+](=O)[O-])cc1	-6.1%	-75.9*	-15.5	-9.4	-0.2	-29.1%	-0.9%	27.9%	-19.6%	-1.5%
COc1ccccc1C(O)P(=O)(OC(C)C)c1ccc(N(C)C)cc1 (configuration not stated)	-1.4%	6.9	-2.9	-11.9	5.5	3.0%	-0.9%[46.1 µM]	2.3%	-2.6%	-5.2%
COC(=O)C(C)(C)ONC(=O)Nc1ccc(C)cc1	-4.3%	3.3	-1.9	-14.1	1.0	?	0.4%[46.1 µM]	1.8%	1.9%	3.6%
COc1ccc(C2=Nn3c(nnc3C(F)(F)F)SC2)cc1	-8.7%	0.6	-7.5	4.7	-1.6	-1.0%	6.9%	-6.4%	-14.7%	1.8%
O=C(CCC(=O)N1CCCCC1)Nc1ccc(Cl)c(Cl)c1	6.8%	-8.9	.	11.0	28.9	-2.2%	2.0%	-1.1%	-4.5%	0.4%
Cc1cccc(NC(=S)NNC(=O)c2csc3c2CCCC3)c1	2.5%	-0.6	-6.1	4.0	25.8	?	.	-11.9%	-16.9%	5.9%
CCOCCCNc1nc(C)nc2c1nnn2Cc1c(F)cccc1Cl	-1.0%	-11.4	-43.2	-12.1	8.0	?	.	11.9%	-0.8%	0.1%
Cc1ccc(C)n1-c1ccc(C(=O)NN=C2CCCC2)cc1	-0.5%	-9.0	9.3	1.8	1.4	10.9%	0.4%	5.8%	-10.7%	-0.5%
CN1c2ccccc2-c2nc3ccccc3n2C1c1ccncc1 (configuration not stated)	2.9%	-6.2	-26.0	-2.8	2.5	-18.8%	-3.1%	1.0%	-1.6%	-4.7%
COc1ccc(O)c(CN2CCN(C/C=C/c3ccccc3)CC2)c1	10.5%	3.2	5.7	34.4	1.3	?	3.5%	4.4%	22.6%[15.4 µM]	-1.2%
CCCCn1c(N)c(Sc2ccccc2)c(=O)[nH]c1=O	0.8%	5.8	23.2	5.3	-0.5	0.5%	-2.9%	-0.4%	-13.7%	-0.9%
COc1ccc2c(c1)c(N=NC(N)=S)c(O)n2CC(=O)c1ccccc1	0.708µM*	0.0	22.6	17.2	3.3	0.3%	-5.1%	0.2%	-5.9%	2.8%
CC(=O)Oc1ccc(NC(=O)C2CCCCC2)c(C(=O)O)c1	-2.7%	4.3	-11.7	-9.2	19.4	12.0%	0.5%	-2.7%	-23.9%	0.0%
CC1Cc2ccccc2N1C(=O)COC(=O)c1ccc(Br)o1 (configuration not stated)	12.8%	-1.8	2.6	2.3	22.4	3.0%	1.2%	0.8%	-6.1%	0.6%
COC(=O)C(NC(=O)c1ccc(F)cc1)(Nc1ncc(S(=O)(=O)c2ccc([N+](=O)[O-])cc2)s1)C(F)(F)F (configuration not stated)	0.7%	-14.5	-80.0*	-74.8*	-0.1	-22.0%	0.5%	0.5%	?	3.5%
CCOC(=O)c1c(CN2CCC(C)CC2)n(C)c2cc(Br)c(OC)cc12	-1.1%	-10.6	0.2	2.3	21.0	-16.8%	0.0%	1.3%	7.5%	0.4%
COc1ccc(CCNC(=O)c2ccccc2Cl)cc1OC	1.1%	8.1	2.5	-3.8	-2.7	9.0%	2.9%	-8.4%	-2.2%	-0.9%
CCOC(=O)c1ccccc1NC(=O)Cn1cnc2c1c(=O)n(C)c(=O)n2C	2.7%	2.5	7.2	-8.5	4.2	?	3.8%	2.1%	14.7%	-0.2%
CN(C)c1nc(-c2ccccc2)ncc1S(=O)(=O)c1ccccc1	3.9%	3.5	-2.1	-3.6	2.2	-4.1%	3.7%	2.4%	-4.0%	-0.4%
CCOC(=O)c1cccc(NC(=O)c2ccc(NC(=O)C3CCCO3)cc2)c1 (configuration not stated)	-0.6%	-1.9	-7.4	-17.7	3.4	-6.2%	-1.7%	-3.0%	-9.6%	-3.9%
Cc1ccc(NC(=O)CN(C)C(=O)CN2C(=O)NC(C)(c3ccccc3)C2=O)cc1 (configuration not stated)	1.4%	26.9	-1.0	-14.4	2.9	-0.4%	0.7%	-1.6%	-6.5%	2.5%
NC(=O)C1CCN(c2cc(Cl)nc(N)n2)CC1	1.8%	7.1	9.1	-1.3	1.1	-6.0%	-1.4%	1.2%	7.5%	0.3%
CC1CC/C(=C\c2ccc3c(c2)OCO3)C(=O)/C1=C/c1ccc2c(c1)OCO2 (configuration not stated)	-1.3%	-0.9	-1.5	-5.2	4.1	-0.8%	5.3%	-1.4%	13.3%	0.0%
O=C(Cn1cnc2c(nnn2Cc2ccccc2F)c1=O)OCc1ccccc1	-3.9%	-7.0	?	-10.5	?	14.6%	0.0%	3.2%	-19.3%	1.5%
COc1ccc(NC(=S)N/N=C/c2ccc(F)cc2)cc1OC	-5.7%	2.5	10.0	-5.2	-0.4	14.4%	-5.5%	-7.8%	?	-1.9%
Cc1ccc(N2C(=O)CC(NCC3CCCO3)C2=O)cc1 (configuration not stated)	-0.3%	-4.8	6.6	-16.8	-0.8	-3.3%	-0.7%	-10.5%	9.2%	3.8%
COc1ccccc1C(=O)COC(=O)CSC(C)C(=O)Nc1cc(C)on1 (configuration not stated)	5.3%	-1.1	-8.3	-7.6	-2.5	1.0%	4.4%	0.4%	-19.6%	2.4%
COc1ccccc1C(=O)COC(=O)Cn1[nH]c(=O)c2ccccc2c1=O	-0.5%	-8.3	20.0	2.7	-0.8	14.9%	-11.7%	-1.3%	11.3%	0.8%
O=C(N/N=C/c1ccccc1[N+](=O)[O-])c1ccc2c(c1)OCCO2	-9.1%	-1.4	16.6	-5.0	20.3	?	3.5%	-1.1%	7.2%	-1.2%
O=C(NCc1cccnc1)c1cnc2n(c1=O)CCS2	5.5%	16.1	0.0	-2.3	4.2	6.9%	0.7%[46.1 µM]	-5.4%	-4.9%	1.1%
CCOC(=O)C1=C(c2ccccc2)NC(=O)NC1c1ccc(OC)cc1OC (configuration not stated)	12.3%	-3.5	-5.6	-0.6	-3.7	-5.3%	8.0%	6.3%	-18.2%	-1.2%

Already shown: an excerpt of the list.
SMILES	A-T KAP1 phos	TSHR antagonist	KCNH2 3.1 block	hERG WT inh	TRPV1 ag	ELG1 DNA repair	TCR act	Mito fusion yeast	Eya2 inh	USP2a block
O=C(NCc1cccnc1)c1cnc2n(c1=O)CCS2	5.5%	16.1	0.0	-2.3	4.2	6.9%	0.7%[46.1 µM]	-5.4%	-4.9%	1.1%
CCOC(=O)C1=C(c2ccccc2)NC(=O)NC1c1ccc(OC)cc1OC (configuration not stated)	12.3%	-3.5	-5.6	-0.6	-3.7	-5.3%	8.0%	6.3%	-18.2%	-1.2%

From PubChem BioAssay

Some of the compounds tested (hit frequency here may not be typical).
